Screening data deposited in PubChem BioAssay by National Center for Advancing Translational Sciences (NCATS).
Vif-A3F inh: qHTS for Inhibitors of Vif-A3F Interactions: qHTS; HeLa A3F-eYFP + Vif (tagged APOBEC3F with the HIV-1 protein that degrades it), YFP fluorescence increase; Potency, µM (titrated, usually from 46.1 µM), without a hit: at the top dose activity, negative = active; 390,000 tested, 0.2% active; AID 602313, 2012; also: potency is read from the fitted curve at half-maximal effect; % of control where 0% means no effect; nearly all actives have a fitted effect of over 65% in size
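HeLa cells stably expressing Vif plus C-terminally eYFP-tagged A3F were seeded, incubated overnight at 37 deg C, dosed with compound, incubated overnight again at 37 deg C. Yellow fluorescence (Ex 488/Em 500-530) reported blocked Vif-mediated A3F-eYFP degradation.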
Glioma ERSR ind: qHTS for Inducers of the Endoplasmic Reticulum Stress Response (ERSR) in Human Glioma: qHTS; 420,000 tested, 0.02% active; AID 602332, 2012; U87-MG GRP78 promoter luciferase reporter, 16 h; Potency, µM, without a hit: at the top dose activation, usual class: activators; also: potency is read from the fitted curve at half-maximal effect; series mostly up to about 76 µM; % of control where 0% means no effect; nearly all actives have a fitted effect of over 35% in size
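ERSR induction read as luciferase luminescence (Bright-Glo, 10 min at room temperature) in stably transfected human U87-MG glioma cells exposed to compounds for 16 h, using GRP78 as sensor.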
RXFP1 ag: qHTS Assay for Agonists of the Relaxin Receptor RXFP1. HEK293T-RXFP1 cAMP TR-FRET, 30 min; response scale: percent of porcine relaxin response, buffer zero. Potency, µM (doses to about 57.5 µM), for the others: top-dose activation, actives largely listed as activators. 370,000 tested, 0.3% active; also: potency is read from the fitted curve at half-maximal effect; % is scaled to controls: 0 for no effect and ±100 for the full control effect; nearly all actives have a fitted effect of over 60% in size; many of its hits are not listed in these tables
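HEK293T cells stably expressing RXFP1 were pretreated with the PDE4 inhibitor Ro 20174, exposed to compounds for 30 min at 37C, lysed, and cAMP was read by TR-FRET. Data normalized to buffer (basal) and 29 nM porcine relaxin (100%).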
D2 PAM: HTS Assay for Positive Allosteric Modulators of the Human D2 Dopamine Receptor: Primary Screen for Potentiators; 340,000 tested, 0.34% active; AID 485347, 2010; HEK293 T-REx D2, calcium flux, EC20 dopamine potentiation; potentiation, % at 10 µM; D(2) dopamine receptor (Homo sapiens), P14416;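 active = potentiation over 3 SD above the plate norm, cut at about 30% in these data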; also: 0% is about no effect
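Potentiation of an EC20 dopamine calcium response is measured in a force-coupled, tetracycline-inducible Hek293 Trex D2 line. Compound-only kinetic reads over 180 s flag agonists before dopamine addition.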
Vif-APOBEC3G blk: qHTS for Inhibitors of Vif-A3G Interactions: qHTS; 410,000 tested, 0.076% active; Potency, µM (doses to about 46.1 µM), without a hit: at the top dose activity, negative = active, usual class: inhibitors; AID 602310, 2012; HeLa A3G-eYFP + Vif (tagged APOBEC3G with the HIV-1 protein that degrades it), YFP fluorescence, overnight; DNA dC->dU-editing enzyme APOBEC-3G (Homo sapiens), Q9HC16;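 also: potency is read from the fitted curve at half-maximal effect; % is scaled to controls: 0 for no effect and ±100 for the full control effect; nearly all actives have a fitted effect of over 60% in size; hits raise eYFP signal because A3G escapes Vif-driven loss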
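HeLa cells stably expressing Vif and C-terminally eYFP-tagged A3G, seeded overnight at 37 deg C, then exposed to compound by pintool overnight at 37 deg C. Rise in yellow fluorescence (Ex 488/Em 500-530, Acumen) marks blocked Vif-driven A3G degradation.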
RXFP1 antag: qHTS Assay for Antagonists of the Relaxin Receptor RXFP1; Relaxin receptor 1 (Homo sapiens), Q9HBX9; HEK293-RXFP1, relaxin-stimulated cAMP HTRF, 30 min; stronger effect = lower value; activity change, negative = inhibition, % at 57.5 µM; 350,000 tested, 0.59% active; AID 1259400, 2018;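 active = activity change of -60% or lower, but not beyond a set lower limit; inconclusive = change between -60% and -40%, or beyond the set limit; inactive = change above -40%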; also: % is scaled to controls: 0 for no effect and ±100 for the full control effect
D1 agonist: Allosteric Agonists of the Human D1 Dopamine Receptor: qHTS; HEK293 T-REx D1 cells, calcium flux, agonist mode; D(1A) dopamine receptor (Homo sapiens), P21728; activation, % at 2 µM; 360,000 tested, 1% active; in the data active = activation above about 30%; also: 0% is about no effect
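Agonism was scored from calcium flux recorded over 180 s (1 read/s) after pintool compound addition, following a 10-cycle baseline. Cells were inducible force-coupled HEK293 TREx D1, plated overnight at 30 C and loaded with no-wash calcium dye.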
D1 antagonist: Antagonist of Human D 1 Dopamine Receptor: qHTS; HEK293 TREx D1 cells, calcium flux, dopamine EC80; stronger effect = lower value; D(1A) dopamine receptor (Homo sapiens), P21728; 360,000 tested, 3.2% active; activity change, negative = inhibition, % at 10 µM; AID 504652, 2011; in the data active = activity change below about -30%; also: % is scaled to controls: 0 for no effect and ±100 for the full control effect
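Kinetic fluorescence of a calcium dye serves as the read-out. D1-expressing Hek293 Trex cells, induced overnight at 30 C, are exposed to compound for 180 s before an EC80 dopamine addition, then read 180 s further.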
D1 PAM: Potentiators of Human D1 Dopamine Receptor: qHTS; D(1A) dopamine receptor (Homo sapiens), P21728; HEK293 TREx D1 cells, calcium flux, dopamine EC20 potentiation; potentiation, % at 10 µM; 360,000 tested, 0.036% active; in the data active = potentiation above about 30%; also: 0% is about no effect
Starred values were filed as active, the others as inactive; ? = inconclusive; · = not tested or not shown; & = joins results of further samples. Unless noted, calls follow the shape of the dose curve; as a rule, active = well fitted curve in the direction sought with a large enough effect; inconclusive = small, poorly fitted or top-dose-only effect, or another doubt; inactive = no such curve, though single readings can be large; an effect the other way counts as inactive or inconclusive.

cpd	compound	D1 agonist	RXFP1 antag	RXFP1 ag	Vif-APOBEC3G blk	Glioma ERSR ind	Vif-A3F inh	D1 antagonist	D1 PAM	D2 PAM
1	O=C(CC12CC3CC(CC(Br)(C3)C1)C2)Nc1cccc(S(=O)(=O)NC2=NCCC2)c1	2	15	0.6%	4%	-3%	-9%	13	-4	4
2	COC(=O)c1ccc(NC(=O)COc2ccc(S(=O)(=O)NC(C)C)cc2)cc1	12	-13	1.0%	1%	-4%	-6%	-3	-3	-3
3	CC(CCc1ccccc1)NC(=O)c1ccc(C(=O)NC(C)CCc2ccccc2)cc1 (stereo not drawn)	1	10	-0.9%	-13%	-8%	0%	-10	2	13
4	Cc1ccc(NC(=O)COC(=O)Cn2ccc(C(F)(F)F)n2)cc1Cl	2	0	2.4%	-15%	-2%	-9%	-20	-2	-9
5	Cc1ccc(-c2csc3nc(SCC(=O)Nc4ccc(Cl)c(C(=O)O)c4)[nH]c(=O)c23)cc1	1	-8	-1.2%	-1%	-6%	5%	-11	0	-2
6	Cc1cc(OC(F)F)ccc1NC(=S)NCCc1ccccc1	13	-11	-1.1%	1%	-2%	-9%	-3	-2	5
7	COc1cc(CNc2ncn[nH]2)ccc1OCc1cccc(C)c1	3	9	-1.8%	0%	1%	1%	-3	-6	15
8	Nc1ccn([C@@H]2O[C@H](CNCc3ccc(N4CCNCC4)cc3)[C@@H](O)[C@H]2O)c(=O)n1	·	5	·	-3%	-1%	6%	·	·	·
9	COc1cc(OC)c(NC(=O)Nc2ccccc2OCc2cc(=O)n3cc(C)ccc3n2)cc1Cl	-2	-11	2.6%	0%	-2%	-2%	-9	-3	8
10	c1coc(CSSCc2ccco2)c1	2	14	2.8%	7%	-5%	?	17	-7	-2
11	CCc1cccc(NC(=O)C2CCCN2C(=O)Nc2ccc(C)cc2)c1 (stereo not drawn)	2	-11	-0.9%	-2%	-5%	-6%	-10	·	-12
12	COc1ccc(-c2csc3ncnc(N4CCN(C(=O)c5ccco5)CC4)c23)cc1	1	·	2.3%	?	-2%	4%	-4	-3	12
13	CC(C)Oc1ccc(C(=O)NCC(=O)N2CCN(S(=O)(=O)/C=C/c3ccccc3)CC2)cc1	1	6	0.8%	6%	-4%	2%	21	-3	-2
14	CCOC(=O)c1ccc(NC(=O)c2ccc(NC(=O)C3CCCO3)cc2)cc1 (stereo not drawn)	7	-37	-1.6%	1%	0%	1%	-4	1	13
15	CCCn1c(=O)c2c(ncn2C)n(CCC)c1=O	-1	·	2.9%	-2%	-3%&-1%&-4%	0%	12	0	12
16	COc1ccc(C(=O)NNC(=O)CSc2nnc(-c3cccnc3)o2)cc1	5	-23	-0.1%	1%	-4%	4%	22	1	42*
17	CN(C)CCCNc1oc(-c2ccc(Cl)cc2)nc1S(=O)(=O)c1ccccc1	·	-16	·	-1%	-4%	-13%	·	·	·
18	Cc1nn(-c2ccccc2)c2c1N(CC(=O)N1CCN(c3cccc(Cl)c3)CC1)C(=O)CS2	2	·	0.7%	5%	1%	1%	1	2	6
19	CCCCn1c(N)c(N(CCOC)C(=O)COC(=O)CNC(=O)c2ccc(Cl)c(Cl)c2)c(=O)[nH]c1=O	·	2	·	-1%	-4%	4%	·	·	·
20	CCNC(=O)CC1C(=O)N(c2ccc(C)cc2)C(=O)N1CCc1sccc1C (stereo not drawn)	2	5	0.0%	1%	-1%	1%	12	-5	-4

Filtered by structure: the compounds so far containing an NH in an aromatic ring.
cpd	compound	D1 agonist	RXFP1 antag	RXFP1 ag	Vif-APOBEC3G blk	Glioma ERSR ind	Vif-A3F inh	D1 antagonist	D1 PAM	D2 PAM
5	Cc1ccc(-c2csc3nc(SCC(=O)Nc4ccc(Cl)c(C(=O)O)c4)[nH]c(=O)c23)cc1	1	-8	-1.2%	-1%	-6%	5%	-11	0	-2
7	COc1cc(CNc2ncn[nH]2)ccc1OCc1cccc(C)c1	3	9	-1.8%	0%	1%	1%	-3	-6	15
19	CCCCn1c(N)c(N(CCOC)C(=O)COC(=O)CNC(=O)c2ccc(Cl)c(Cl)c2)c(=O)[nH]c1=O	·	2	·	-1%	-4%	4%	·	·	·

Other structures:
cpd	compound	D1 agonist	RXFP1 antag	RXFP1 ag	Vif-APOBEC3G blk	Glioma ERSR ind	Vif-A3F inh	D1 antagonist	D1 PAM	D2 PAM
21	Cc1ccc(C2(CCNS(=O)(=O)c3ccc(C)cc3)CCOC(C(C)C)C2)cc1 (stereo not drawn)	3	·	1.6%	0%	1%	-26%	2	-1	-7
22	CN(C)S(=O)(=O)c1cccc(NC(=O)c2ccc3c(c2)OCCO3)c1	6	-9	-1.2%	1%	2%	-18%	-27	-2	9
23	COc1cc2c(c(OC)c1OC)-c1ccc(SC)c(=O)cc1C(N)CC2 (stereo not drawn)	·	-1	·	-53%	-7%	1%	·	·	·
24	O=S(=O)(N=C(NS(=O)(=O)c1ccc(Cl)cc1)c1ccccc1)c1ccc(Cl)cc1	·	-5	·	0%	-4%	-6%	·	·	·
25	O=C(CN1CCCCC1)Nc1c2c(nc3ccccc13)N(c1ccccc1)CC2	2	48	25µM*	?	-4%	?	-1	4	10
26	CC(C)OCP(=O)(c1ccccc1)c1ccccc1	1	-4	0.5%	-3%	-2%	-4%	-3	-8	-3
27	COc1ccccc1C(=O)Nc1ccc(CN2CCCCC2)cc1	5	-1	1.3%	1%	-1%	2%	-7	-10	-11
28	O=C1CN(C(=O)c2ccc(Cl)cc2Cl)C(c2ccc(F)cc2)c2cc(F)ccc2N1 (stereo not drawn)	3	-31	-0.5%	-1%	-4%	-3%	8	2	2
29	Fc1c(F)c(F)c(NC2=NCCCCC2)c(F)c1F	1	10	-0.7%	-2%	-3%	-16%	-13	2	-10
30	COc1ccc(CC(=O)Nc2cccc(C(C)=O)c2)cc1S(=O)(=O)N1CCOCC1	1	1	2.7%	1%	2%	-1%	-15	-4	-6
31	CN(C)CCCN1C(=O)C(=O)/C(=C(/O)c2ccccc2)C1c1ccccn1 (stereo not drawn)	1	·	1.3%	·	·	·	-8	0	·
32	Cc1ccc(S(=O)(=O)NC(=O)c2cccc(N(C)C)c2)cc1	·	5	·	-16%	1%	2%	·	·	·
33	C[C@H]1CN([C@@H](C)CO)C(=O)CCCn2nncc2CO[C@@H]1CN(C)C(=O)c1ccc(N2CCN(C)CC2)cc1	·	16	·	0%	-2%	1%	·	·	·
34	CNC(=O)C1=C(C)NC(=S)NC1c1cccs1 (stereo not drawn)	4	-26	-0.2%	-3%	-5%	-17%	8	-1	10
35	COc1ccc(OC)c(S(=O)(=O)NCCS(=O)(=O)N2CCN(c3ccccc3F)CC2)c1	4	5	0.3%	9%	-2%	2%	7	1	1
36	O=C(Cn1ccc2cc(S(=O)(=O)N3CCCCC3)ccc21)NCCc1ccccc1Cl	4	4	-0.7%	-4%	-2%	2%	0	1	-3
37	COc1ccc2c(CC(=O)N3CCN(S(=O)(=O)c4cccs4)CC3)coc2c1	2	8	-0.7%	-1%	-5%	-1%	-16	-5	4
38	CC(=NO)C1CCC2C3CCC4=CC(=NO)CCC4(C)C3C(O)CC12C (stereo not drawn)	·	-6	·	-5%	-4%	18%	·	·	·
39	CC(C)Oc1ccc(C(=O)Nc2ccc(-c3nc4ccccc4s3)cc2)cc1	4	-12	13%	4%	-2%	1%	5	1	-13
40	CCOCCCNC(=O)C1(O)c2ccccc2NC(=O)N1c1ccc(Cl)c(Cl)c1 (stereo not drawn)	1	6	0.0%	3%	-3%	3%	9	-9	-9

Fetched by compound from the list above:
cpd	compound	D1 agonist	RXFP1 antag	RXFP1 ag	Vif-APOBEC3G blk	Glioma ERSR ind	Vif-A3F inh	D1 antagonist	D1 PAM	D2 PAM
31	CN(C)CCCN1C(=O)C(=O)/C(=C(/O)c2ccccc2)C1c1ccccn1 (stereo not drawn)	1	·	1.3%	·	·	·	-8	0	·
23	COc1cc2c(c(OC)c1OC)-c1ccc(SC)c(=O)cc1C(N)CC2 (stereo not drawn)	·	-1	·	-53%	-7%	1%	·	·	·

Continuation.
cpd	compound	D1 agonist	RXFP1 antag	RXFP1 ag	Vif-APOBEC3G blk	Glioma ERSR ind	Vif-A3F inh	D1 antagonist	D1 PAM	D2 PAM
41	CC1(C)N=C(c2ccc(Cl)cc2Cl)C(=O)N1	2	-11	0.8%	-1%	-4%	6%	3	-7	4
42	O=C(CSc1nc2c(c(=O)[nH]1)CCCC2)Nc1cccc(O)c1	0	-9	1.5%	·	·	·	-13	-3	3
43	CN1CC[C@]23c4ccccc4N[C@H]1[C@]21CCN(C)[C@H]3Nc2ccccc21	1	·	-0.6%	-1%	-3%	1%	-6	4	-7
44	Cc1ccc(C2=C(O)C(=O)C(c3ccc(C)cc3)=C(O)C2=O)cc1	·	-8	·	2%	-1%	15%	·	·	·
45	CC(CN1C(C)CCCC1C)OC(=O)c1ccccc1F (stereo not drawn)	7	5	1.5%	1%	0%	-2%	-14	-9	-9
46	Cc1c(C(=O)O)sc2[nH]c(=O)n(Cc3ccccc3)c(=O)c12	1	42	0.0%	-6%	-1%	-5%	4	3	1
47	O=C(Nc1cccc(S(=O)(=O)N2CCCC2)c1)c1cc(=O)[nH]c2ccccc12	2	-1	8.6%	-11%	-5%	1%	15	-1	10
48	COC(=O)C(C)n1cnc2c(nnn2-c2ccc(C)cc2)c1=O (stereo not drawn)	0	10	3.7%	1%	0%	-4%	3	-11	7
49	Cc1cc2c(c(=O)n1CC1CCCO1)C(c1ccco1)C(C#N)=C(N)O2 (stereo not drawn)	0	7	0.5%	0%	0%	-9%	0	-2	6

Some of the compounds tested; count on the stated rates, not on these rows.
